From PubChem BioAssay
TDP1 inh – blocks human tyrosyl-DNA phosphodiesterase 1; Q9NUW8; recombinant TDP1, AlphaScreen DNA substrate cleavage; Potency, µM (highest dose often 130 µM), without a hit: at the highest dose activity change, negative = inhibition, hits mostly inhibitors; 350,000 tested, 0.28% active; AID 485290; also: nearly all actives have a fitted effect of over 40% in size
Target sequence (Q9NUW8 whole entry, looked up): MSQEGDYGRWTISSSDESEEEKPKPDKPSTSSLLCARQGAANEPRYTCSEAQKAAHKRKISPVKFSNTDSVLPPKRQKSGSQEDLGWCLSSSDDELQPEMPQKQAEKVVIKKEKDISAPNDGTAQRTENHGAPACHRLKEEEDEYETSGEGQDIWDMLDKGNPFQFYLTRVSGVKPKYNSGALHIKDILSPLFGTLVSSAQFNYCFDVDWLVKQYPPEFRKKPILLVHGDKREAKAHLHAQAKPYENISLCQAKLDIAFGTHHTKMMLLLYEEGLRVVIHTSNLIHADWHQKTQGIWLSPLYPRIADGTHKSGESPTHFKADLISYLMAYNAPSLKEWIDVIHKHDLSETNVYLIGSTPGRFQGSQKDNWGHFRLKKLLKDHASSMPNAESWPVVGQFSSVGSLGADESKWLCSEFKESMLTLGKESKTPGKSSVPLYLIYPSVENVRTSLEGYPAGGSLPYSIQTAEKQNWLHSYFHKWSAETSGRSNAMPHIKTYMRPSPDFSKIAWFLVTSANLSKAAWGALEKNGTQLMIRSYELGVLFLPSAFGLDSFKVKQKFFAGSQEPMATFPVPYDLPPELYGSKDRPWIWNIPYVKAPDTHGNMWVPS
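Recombinant E. coli-expressed Tdp1 (1 nM) preincubated with compound 15 min at RT, then 5'-biotin/3'-phosphotyrosine-FITC DNA substrate (15 nM) added for 5 min. AlphaScreen beads (10 ug/ml) added, 10 min RT; tyrosine-FITC cleavage read as signal loss.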
FEN1 inhibitor – human FEN1 inhibition. P39748. Recombinant FEN1 flap cleavage, fluorescence, 15 min. Potency, µM (doses to about 114 µM), for the others: top-dose activity change, negative = inhibition, usual class: inhibitors. 390,000 tested, 0.35% active; also: nearly all actives have a fitted effect of over 65% in size
Target sequence (P39748 whole entry, looked up): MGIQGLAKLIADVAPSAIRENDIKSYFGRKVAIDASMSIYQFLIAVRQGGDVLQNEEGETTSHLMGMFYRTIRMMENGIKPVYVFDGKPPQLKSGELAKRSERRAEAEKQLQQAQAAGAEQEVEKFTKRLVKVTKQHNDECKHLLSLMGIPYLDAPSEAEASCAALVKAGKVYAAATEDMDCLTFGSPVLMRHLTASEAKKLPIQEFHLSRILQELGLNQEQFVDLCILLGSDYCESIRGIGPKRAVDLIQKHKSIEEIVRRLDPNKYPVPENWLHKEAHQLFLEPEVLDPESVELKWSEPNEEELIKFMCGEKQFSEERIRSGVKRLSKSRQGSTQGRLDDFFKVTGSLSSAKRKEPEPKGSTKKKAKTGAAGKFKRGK
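Steps: FEN1 (10 nM) dispensed; compound added by pin tool; 15 min at room temperature; substrate added to 50 nM final; reads at 0 min and 15 min; data normalized and fitted (four-parameter Hill).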
N370S GC – inhibits or activates N370S mutant glucocerebrosidase; P04062; N370S GC spleen homogenate, 4MU-glucoside fluorescence; Potency, µM (highest dose often 59.4 µM), without a hit: at the highest dose activity change, negative = inhibition, hits mostly inhibitors; 330,000 tested, 0.092% active; AID 2101;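 also: 0% = full enzyme activity and -100% = no enzyme basal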
Active calls of the source: *; ? = inconclusive; · = not tested or not shown; & = joins results of further samples; [ ] = remark or other dose. Calls follow the shape of the dose curve; as a rule, active = well fitted curve in the direction sought with a large enough effect; inconclusive = small, poorly fitted or top-dose-only effect, or another doubt; inactive = no such curve, though single readings can be large; an effect the other way counts as inactive or inconclusive. Unless noted, % is scaled to controls: 0 for no effect and ±100 for the full control effect; potency is read from the fitted curve at half-maximal effect.

canonical_smiles	TDP1 inh	FEN1 inhibitor	N370S GC
O=C(Nc1ccc(S(=O)(=O)N2CCCCC2c2cccnc2)cc1)c1c(F)cccc1F (stereo unspecified)	5%	9%	-8%
CCOc1ccc(C(=O)N[C@H](C(=O)NNC(=O)c2cccs2)C(C)C)cc1	0%	11%	·
CC(=O)NC(CC(=O)OCC(=O)N1CCN(S(=O)(=O)c2ccc(C)cc2C)CC1)c1ccccc1 (stereo unspecified)	2%	12%	·
CCCc1cc(=O)n2[nH]cnc2n1	1%	2%	-3%
CCn1c(SC(C)C(=O)Nc2nccs2)nnc1-c1ccncc1 (stereo unspecified)	3%	1%	-1%
Nc1ccccc1C(=O)NNC1=C(C(=O)C(F)(F)F)CCC1	10%	-2%	-1%
COc1ccc(CCC(=O)NC(C)C)cc1	4%	13%	2%
COc1ccc(S(=O)(=O)NC2CC2)cc1Br	-1%	1%	-2%
COCCn1c(SCC(=O)Nc2cccc(F)c2)nc2c(c1=O)SCC2	4%	-4%	5%
COc1ccc(NC(=O)Cn2cnc3sc(C)c(S(=O)(=O)N4CCOCC4)c3c2=O)c(OC)c1	3%	-9%	-2%
O=C(CSc1nc(COc2ccccc2)nc2ccccc12)NC1CCCC1	-3%	2%	0%
COC(=O)C1=C(C)N=C2SC(C)C(=O)N2C1/C=C/c1ccccc1 (stereo unspecified)	0%	11%	-10%
CCNC(=O)COC(=O)c1cc(S(=O)(=O)N2CCCCC2)ccc1C	-4%	-14%	-8%
COc1ccccc1NC(=O)CSCc1cc(=O)n2c(C)csc2n1	3%	3%	5%
Cc1ccc(NC(=O)CSc2nc3ccccc3nc2Cc2ccccc2F)cc1F	3%	6%	·
CCOc1ccc(NC(=O)Cn2nnc(C(=O)NCc3cccs3)c2N)cc1	-4%&2%	0%&-4%	4%
Cc1ccccc1OCc1nc2ccccc2c(=O)n1NC(=O)c1ccco1	2%	-4%	4%
CCN(CC)CCCn1c(=S)[nH]c2ncccc2c1=O	-4%	2%	2%
CC(C)N(Cc1ccccc1)C(=O)COC(=O)c1ccccc1SCC(=O)N1CCCC1	0%	3%	1%
CC(=O)c1cc(C)ccc1OC(=O)c1ccncc1	·	16%	-1%
CC1CCN(c2ccc(NC(=O)c3ccc([N+](=O)[O-])o3)cc2)CC1	·	1%	-4%
COc1ccc(N(CC(=O)NC2CCCCC2)C(=O)c2snc(C(N)=O)c2N)cc1	0%	4%	0%
CCOC(=O)c1cnc2ccccc2c1NCc1ccco1	7%	-22%	-17%
N/C(=N\OC(=O)/C=C/c1ccccc1)c1ccncc1	0%	2%	-12%
COc1cc(OC)cc(-c2cn[nH]c2N)c1	-1%	-2%	-17%
CC(=O)Nc1ccc2c(c1)nc(CN1CCCC1)n2C	9%	8%	-1%
Cc1ccc(-c2nc3cc(NC(=O)C(C)C)ccc3o2)cc1	2%	-4%	3%
Fc1ccc(Cn2c(-c3cscn3)nc3ccccc32)c(Cl)c1	0%	1%	-3%
COc1ccccc1CSc1nc2n(n1)C(c1ccccc1)C(C(=O)Nc1ccc(C)cc1)=C(C)N2 (stereo unspecified)	1%	17%	·
CC(=O)N[C@@H](Cc1ccc(O)cc1)C(=O)O	-2%	·	-4%
Cn1cnnc1SCC(=O)NC1CCCC1	4%	20%	3%
O=C(C[n+]1cccc2ccccc21)c1ccc(NC(=O)c2ccccc2)cc1	0%	-5%	5%
CN1C(=O)N2CN(C3CCCCC3)CN3C(=O)N(C)C1C23 (stereo unspecified)	3%	0%	5%
Cc1cc(C)c(NC(=O)COc2cccnc2[N+](=O)[O-])c(C)c1	-1%	7%	·
COc1ccc(-n2c(=O)[nH]cc(C(=O)N3CCCc4ccccc43)c2=O)cc1	2%	-1%	6%
O=C1CC(c2cccc(Cl)c2)C(n2cncn2)C(=O)C1C1NCCc2ccccc21 (stereo unspecified)	-3%	-12%	·
O=C(CCn1c(=S)[nH]c2ccccc2c1=O)N1CCCCC1	-1%	20%	-7%
O=C(O)C1CCCCC1C(=O)NC(c1ccccc1)c1ccccc1 (stereo unspecified)	5%	-2%	5%
O=C1CC(c2ccccc2)n2nc(NC(=O)c3ccccc3)nc2N1 (stereo unspecified)	10%	2%	2%
COc1ccccc1-c1nc2n(n1)C(c1cccs1)C(C(=O)Nc1cccnc1)=C(C)N2 (stereo unspecified)	7%	-7%	-10%
O=C(c1ccc(NC2=NC3CS(=O)(=O)CC3S2)cc1)N1CCN(c2ccc([N+](=O)[O-])cc2)CC1 (stereo unspecified)	2%	-1%	-4%
O=C(NN=C1CCN(Cc2ccccc2)CC1)c1cc2ccccc2cc1O	11%	-4%	?
CC(C)=NOc1cc(NC(=O)CCl)cc([N+](=O)[O-])c1	4%	3%	1%
COc1cc2c(cc1OC)[C@@H](NC(=O)CCc1ccccc1)[C@H](OCc1ccccc1)C2	0%[56.1 µM]	-7%	·
Cc1nc(SC(C(N)=O)c2ccccc2)c(C#N)c(C)c1C (stereo unspecified)	7%	8%	-6%
CN1CCN([C@@H](c2ccccc2)c2ccc(Cl)cc2)CC1	16%[21 µM]	·	-20%[21.6 µM]
COc1cccc(CNc2cccc(C(F)(F)F)c2)c1O	1%	8%	-3%
O=C(CC1Oc2ccccc2NC1=O)NCCc1ccccc1 (stereo unspecified)	3%	-14%	4%
O=C(NCN1C(=O)C2C3C=CC(C3)C2C1=O)Nc1ccccc1O (stereo unspecified)	·	5%	7%
CCN1CCN(c2nc(-c3cccnc3)nc3ccccc23)CC1	5%	-13%	3%

Some of the entries so far, with two lines to a compound:
Results follow in this order: TDP1 inh	FEN1 inhibitor	N370S GC
O=C(Nc1ccc(S(=O)(=O)N2CCCCC2c2cccnc2)cc1)c1c(F)cccc1F (stereo unspecified)
 : 5%	9%	-8%
CCOc1ccc(C(=O)N[C@H](C(=O)NNC(=O)c2cccs2)C(C)C)cc1
 : 0%	11%	·
CC(=O)NC(CC(=O)OCC(=O)N1CCN(S(=O)(=O)c2ccc(C)cc2C)CC1)c1ccccc1 (stereo unspecified)
 : 2%	12%	·
CCCc1cc(=O)n2[nH]cnc2n1
 : 1%	2%	-3%
CCn1c(SC(C)C(=O)Nc2nccs2)nnc1-c1ccncc1 (stereo unspecified)
 : 3%	1%	-1%
Nc1ccccc1C(=O)NNC1=C(C(=O)C(F)(F)F)CCC1
 : 10%	-2%	-1%
COc1ccc(CCC(=O)NC(C)C)cc1
 : 4%	13%	2%
COc1ccc(S(=O)(=O)NC2CC2)cc1Br
 : -1%	1%	-2%
COCCn1c(SCC(=O)Nc2cccc(F)c2)nc2c(c1=O)SCC2
 : 4%	-4%	5%
COc1ccc(NC(=O)Cn2cnc3sc(C)c(S(=O)(=O)N4CCOCC4)c3c2=O)c(OC)c1
 : 3%	-9%	-2%
O=C(CSc1nc(COc2ccccc2)nc2ccccc12)NC1CCCC1
 : -3%	2%	0%
COC(=O)C1=C(C)N=C2SC(C)C(=O)N2C1/C=C/c1ccccc1 (stereo unspecified)
 : 0%	11%	-10%
CCNC(=O)COC(=O)c1cc(S(=O)(=O)N2CCCCC2)ccc1C
 : -4%	-14%	-8%
COc1ccccc1NC(=O)CSCc1cc(=O)n2c(C)csc2n1
 : 3%	3%	5%
Cc1ccc(NC(=O)CSc2nc3ccccc3nc2Cc2ccccc2F)cc1F
 : 3%	6%	·
CCOc1ccc(NC(=O)Cn2nnc(C(=O)NCc3cccs3)c2N)cc1
 : -4%&2%	0%&-4%	4%

Other compounds.
canonical_smiles	TDP1 inh	FEN1 inhibitor	N370S GC
O=C(CSc1nnc(C2CC2)n1-c1ccccc1)NCCc1ccccc1	0%	-1%	1%
Fc1ccccc1-c1nc(-c2ccncc2)no1	·	-4%	0%
CN1CCN(CC2(O)CCN(S(=O)(=O)c3ccc(Cl)cc3)CC2)CC1	-1%	-6%	-12%
CC(=O)CCSc1nnc(-c2cccc(S(=O)(=O)N3CCOCC3)c2)o1	·	2%	-5%
CC(=O)Nc1csc2ccccc12	0%	7%	1%
CCOC(=O)C1(C)C=C(Nc2ccc(OC)cc2)C(=O)N1c1ccc(OC)cc1 (stereo unspecified)	3%	-3%	4%
NC(=O)c1c(NC(=O)c2cc(-c3ccc(F)cc3)on2)sc2c1CCCC2	-6%	-2%	·
CC(C)NC(=O)c1ccc(NC(=O)CC2SC(N3CCCC3)=NC2=O)cc1 (stereo unspecified)	0%	-3%	·
COc1cc(/C=N/Nc2ncc(C(F)(F)F)cc2Cl)cc(OC)c1O	2%	-13%	3%
CCOC(=O)CSc1nnc(CNC(=O)c2cccs2)n1-c1ccccc1	8%	-11%	-4%
O=C(OCC(=O)N1CCOCC1)c1ccc(F)cc1Cl	0%	15%	-2%
Cc1cnc(C(=O)OCC(=O)Nc2ccc(Br)cc2F)cn1	0%	0%	·
COc1ccccc1-c1c(C)c(C)nc(N)c1C#N	2%	4%	-8%
CSCCC(NS(=O)(=O)c1ccccc1F)C(=O)NCc1cccnc1 (stereo unspecified)	-2%	-11%	0%
COc1ccc(-c2cc(C(F)(F)F)n3nc(C(=O)NCCCN4CCOCC4)cc3n2)cc1	8%	-1%	7%
CCOC(=O)N1CCN(C(=O)Cc2cccc3ccccc23)CC1	0%	-11%	10%
CCN(CC)CCCNC(=O)c1cc(-c2ccc3c(c2)OCO3)on1	·	13%	-11%
CN(C(=O)CCOc1ccccc1)c1c(N)n(Cc2ccccc2)c(=O)[nH]c1=O	-7%[0.505 µM]	-2%	-17%
Nc1nc(SCc2ccccc2Cl)n[nH]1	2%	-4%	0%
Cc1ccc(C(C(=O)NCC2CCCO2)N(Cc2ccccc2)C(=O)c2ccc(-c3ccccc3)[nH]2)o1 (stereo unspecified)	11%	-13%	5%
Cc1cc(C)c2c(CC(=O)Nc3cc(C(F)(F)F)ccc3Cl)coc2c1	2%	-3%	·
CCOc1ccc(OC(=O)c2cn(-c3ccc(C)cc3)c(=O)c3ccccc23)cc1	7%	-5%	·
CC(C)(C)c1ccc(-c2nnc(-c3ccccc3NC(=O)c3ccc(F)cc3F)o2)cc1	-1%	-5%	·
C/C(=N\NC(=O)c1n[nH]c2c1CCC2)c1ccco1	·	-7%	4%
Cc1cc(NC(=O)Cn2cc([N+](=O)[O-])cn2)no1	3%	16%	-5%
CN(Cc1ccccc1)C(=O)N[C@@H](Cc1ccccc1)C(=O)O	4%	-1%	-7%
CC(C)CC(=O)OC(C)(C)[C@@H]1Cc2c(ccc3ccc(=O)oc23)O1	-7%	0%	·
CNC(=O)Nc1ccc(C2SCCS2)cc1	5%	-1%	6%
Cc1cccc(C(=O)N2CCCCCC2)c1	3%	-2%	3%
CCCCC(=Nc1ccccc1OC)C1=C(O)CC(c2ccccc2)CC1=O (stereo unspecified)	0%	-6%	-1%
COc1cc2c(cc1OC)C(c1cccc(C)c1)CC(=O)N2 (stereo unspecified)	·	-3%	7%
CCC(c1nnnn1Cc1cccs1)N1CCN(C(=O)c2ccco2)CC1 (stereo unspecified)	1%	0%	-19%
Cc1[nH]n2c(=O)c3c(nc2c1-c1ccc(Cl)cc1)CCC3	3%	6%	5%
Cc1cc(C(=O)N/N=C/c2cccnc2)cs1	0%	-2%	-20%
C=CCC1C=CC(OC(=O)OCC)C(COC(=O)OCC)O1 (stereo unspecified)	5%[21 µM]	·	-1%[12.8 µM]
CCOc1ncccc1C(=O)Nc1cc(C(F)(F)F)ccc1N1CCOCC1	0%	17%	·
CCOC(=O)C1=NN(C(=O)Nc2ccc(OC)cc2)C2C(=O)N(c3cccc(C(F)(F)F)c3)C(=O)C12 (stereo unspecified)	6%	-14%	-7%
CCC(=O)N1c2ccc(S(=O)(=O)CCC(=O)NCc3cccc(OC)c3)cc2CC1C (stereo unspecified)	-2%	-2%	·
O=C(CN1CCN(C(=O)c2ccco2)CC1)Nc1c2c(nc3c1CCC3)CCCC2	89µM*	-1%	-5%
CC1=C(C(=O)Nc2cccc(C)c2C)C(c2cccs2)NC(=S)N1 (stereo unspecified)	-3%	-1%	5%
Cc1ccc(NC(=O)Nc2nnc(N(C)Cc3ccccc3)s2)cc1	6%	-21%	·
